# High-throughput results as filed in PubChem.
# TDP43 rescue: TDP-43 toxicity inhibition in yeast. 410,000 compounds, 1.8% hits. Potency, µM (doses to about 46.1 µM), for inactives: top-dose growth rescue (activation), usual class: activators. AID 652104. TDP-43 expressing yeast growth rescue, BacTiter-Glo, 24 h; note: potency is the fitted concentration of half-maximal effect; % of control where 0% means no effect; nearly all actives have a fitted effect of over 50% in size
#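 Yeast expressing TDP-43 (pregrown in raffinose, seeded at OD600=0.02 in galactose medium) exposed to compounds 24 hr at 30 deg C. Growth read by BacTiter-Glo luminescence; rescue of toxicity appears as increased signal.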
# GLP1R ag: activates the human GLP-1 receptor; HEK293 GLP-1R CRE-luciferase, luminescence, 4-6 h; cells express a hypersensitive GLP-1R form; Potency, µM (top dose mostly 45.6 µM), inactives show at the highest dose activation, most hits filed as activators; 380,000 compounds, 0.007% hits; AID 624172; P43220; note: potency is the fitted concentration of half-maximal effect; % of control where 0% means no effect
# Target sequence (P43220 whole entry, looked up): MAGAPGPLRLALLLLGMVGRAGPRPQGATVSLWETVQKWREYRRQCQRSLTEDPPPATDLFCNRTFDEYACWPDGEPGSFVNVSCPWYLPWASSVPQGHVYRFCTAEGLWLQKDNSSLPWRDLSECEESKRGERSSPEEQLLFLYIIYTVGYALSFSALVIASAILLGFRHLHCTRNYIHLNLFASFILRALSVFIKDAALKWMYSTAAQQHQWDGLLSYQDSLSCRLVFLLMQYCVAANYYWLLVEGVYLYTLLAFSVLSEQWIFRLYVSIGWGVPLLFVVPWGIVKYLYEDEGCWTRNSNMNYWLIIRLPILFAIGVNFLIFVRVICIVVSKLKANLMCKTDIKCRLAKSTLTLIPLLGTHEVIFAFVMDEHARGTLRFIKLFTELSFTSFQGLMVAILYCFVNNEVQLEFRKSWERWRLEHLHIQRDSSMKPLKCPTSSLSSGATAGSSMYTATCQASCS
# GLP-1R inv ag: inverse agonists of human GLP-1 receptor | P43220 | HEK293 GLP-1R CRE-luciferase, luminescence, 24 h; GLP-1R form is constitutively active | 410,000 compounds, 1.6% hits | Potency, µM (titrated, usually from 38.3 µM), for inactives: at the highest dose activity change, negative = inhibition, most hits filed as inhibitors; note: potency is the fitted concentration of half-maximal effect; % is set by controls: 0 for no effect and ±100 for the full control effect; nearly all actives have a fitted effect of over 55% in size
#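 GLP-1R inverse agonism mode: basal reporter luminescence in engineered HEK293 cells measured after one day of compound exposure at 37 deg C, with a 12 min room-temperature detection step.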
# DRD3 antagonist: antagonists of human D3 dopamine receptor; max response, negative = inhibition, %; AID 652054; D3R cells, DiscoveRx beta-arrestin luminescence, antagonist mode; stronger effect = lower value; P35462; 360,000 compounds, 2.5% hits; in the data active = max response below about -50%; inconclusive = no clear call, values can overlap the other calls; note: % is set by controls: 0 for no effect and ±100 for the full control effect; mostly tested at two doses, the higher about 12 µM
# Target sequence (P35462 whole entry, looked up): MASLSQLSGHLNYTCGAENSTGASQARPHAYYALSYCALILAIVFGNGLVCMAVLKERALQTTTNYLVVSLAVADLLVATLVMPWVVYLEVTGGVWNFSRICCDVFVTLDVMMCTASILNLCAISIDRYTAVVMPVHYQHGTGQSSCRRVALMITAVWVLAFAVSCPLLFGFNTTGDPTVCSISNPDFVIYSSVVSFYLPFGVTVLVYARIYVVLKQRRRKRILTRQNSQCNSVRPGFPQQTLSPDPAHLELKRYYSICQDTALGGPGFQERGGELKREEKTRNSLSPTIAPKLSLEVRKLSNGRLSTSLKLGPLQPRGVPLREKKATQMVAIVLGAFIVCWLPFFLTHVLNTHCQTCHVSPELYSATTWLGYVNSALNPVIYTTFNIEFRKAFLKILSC
#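 Cells expressing the human receptor were seeded at 1500 cells/well, incubated overnight at 37 degrees C in 5% CO2, then exposed to library compounds with dopamine controls for 90 minutes at 37 degrees C before luminescent detection.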
# D3 ag: activates the human D3 dopamine receptor; P35462; D3R DiscoveRx beta-arrestin cells, luminescence, 90 min; max activation, %; 410,000 compounds, 0.58% hits; AID 652048; in the data active = max activation above about 30%; note: 0% is about no effect; mostly tested at two doses, the higher about 12 µM
#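 Agonist mode: compounds and dopamine controls were applied to plated cells for 90 min at 37 degrees C after an overnight attachment at 1500 cells/well. Luminescent read-out followed 30 - 60 minutes at room temperature with DiscoveRx detection reagent.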
# PTHR1 ag: activates the human parathyroid hormone receptor PTHR1; Q03431; 410,000 compounds, 0.075% hits; Potency, µM (highest dose often 115 µM), for inactives: at the highest dose activation, usual class: activators; HEK293 GP2 PTHR1 cells, GloSensor cAMP luminescence, 1 h; note: potency is the fitted concentration of half-maximal effect; nearly all actives have a fitted effect of over 55% in size; some results filed as inactive show a strong effect at the top dose; inactives centre near -15; many of its hits are not listed in these tables
#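 HEK-293-derived GP2 cells expressing PTHR1 and a GloSensor cAMP reporter, 3,000/well, plated overnight, given luciferin plus IBMX (each 0.5 mM as added) for 1 h at 37 °C, then compound for 1 h at 37 °C. Luminescence was read after 15 min at room temperature.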
# KB-V1 cytotox: kills drug-selected multidrug resistant KB-V1 cells; 400,000 compounds, 3.4% hits; KB-V1 MDR cells viability, CellTiter-Glo, 72 h; Potency, µM (highest dose often 46.1 µM), for inactives: top-dose activity change, negative = cytotoxicity, actives largely listed as cytotoxic; AID 1347076; note: potency is the fitted concentration of half-maximal effect; % is set by controls: 0 for no effect and ±100 for the full control effect; nearly all actives have a fitted effect of over 60% in size
#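 KB-V1 cells (P-gp-expressing MDR subline of KB-3-1) in phenol-red-free DMEM with 10% FBS were exposed to library compounds over a concentration series for 72 h at 37 degrees C. Viability read by CellTiter-Glo luminescence; concentration-effect curves fitted after normalization.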
# GLP1R cytotox: cytotoxicity counter-screen for GLP-1 receptor inverse agonists | HEK293 cAMP-luciferase reporter cells, luminescence, 24 h | Potency, µM (titrated, usually from 38.3 µM), inactives show top-dose activity change, negative = inhibition, most hits filed as inhibitors | 410,000 compounds, 0.13% hits | AID 624418;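 note: loss of luciferase light is scored as toxicity; potency is the fitted concentration of half-maximal effect; % is set by controls: 0 for no effect and ±100 for the full control effect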
#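 Luminescence readout: signal drop marks cytotoxicity. Plated cells grew 12 h at 37 °C, 5% CO2, received 23 nL compound for 24 h, then got luciferase reagent, read after 12 min at RT.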
# aSyn yeast inh: rescues yeast growth from alpha-synuclein toxicity | Yeast expressing alpha-synuclein, growth rescue, BacTiter-Glo, 24 h | Potency, µM (highest dose often 46.1 µM), without a hit: at the top dose growth rescue (activation), most hits filed as activators | 370,000 compounds, 0.14% hits | AID 652106; note: potency is the fitted concentration of half-maximal effect; % of control where 0% means no effect; nearly all actives have a fitted effect of over 65% in size
#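 Screening used galactose-induced yeast with toxic alpha-synuclein levels, exposed to compound for 24 hr at 30 deg C. Cell growth, read with BacTiter-Glo luminescence, gave the measured signal.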
# Active calls of the source: *; i = inactive; ? = inconclusive; . = not tested or not shown; [ ] = another dose, or the depositor's remark. Unless noted, calls come from the whole dose curve; as a rule, active = well fitted curve in the direction sought with a large enough effect; inconclusive = small, poorly fitted or top-dose-only effect, or another doubt; inactive = no such curve, though single readings can be large; an effect the other way counts as inactive or inconclusive. The list is partial. The share of hits here may be higher or lower than overall.
# The first 2 entries, ahead of the listing:
SMILES,TDP43 rescue,GLP1R ag,GLP-1R inv ag,DRD3 antagonist,D3 ag,PTHR1 ag,KB-V1 cytotox,GLP1R cytotox,aSyn yeast inh
O=C(N/N=C1\CCS(=O)(=O)c2ccc(F)cc21)c1ccc(O)cc1,5%,14%,19%,28,2,-3%,0%,-3%,-1%
Cc1cc(SCC(=O)N2CCC(c3noc4ccc(F)cc34)CC2)nc2ccccc12,-13%,6%,-30%,23,3,-2%[57.5 µM],?,-5%,?

# The list itself, previewed entries included:
SMILES,TDP43 rescue,GLP1R ag,GLP-1R inv ag,DRD3 antagonist,D3 ag,PTHR1 ag,KB-V1 cytotox,GLP1R cytotox,aSyn yeast inh
O=C(N/N=C1\CCS(=O)(=O)c2ccc(F)cc21)c1ccc(O)cc1,5%,14%,19%,28,2,-3%,0%,-3%,-1%
Cc1cc(SCC(=O)N2CCC(c3noc4ccc(F)cc34)CC2)nc2ccccc12,-13%,6%,-30%,23,3,-2%[57.5 µM],?,-5%,?
COc1ccccc1-c1cc(C(F)(F)F)nc(S(=O)(=O)CCCC(=O)Nc2ccc(F)cc2F)n1,14µM*,.,1%,.,-19,-53%[inhibitor],.,-13%,.
CC1CCCCN1C(=S)NC(=O)c1ccco1 (stereo not drawn),19%,-5%,?,0,-1,i,-14%,?,0%
CCCCN(C(=O)c1cccc(-n2cccc2)c1)c1c(N)n(CCC)c(=O)[nH]c1=O,17%,-12%,27%,-8,3,i,8%,6%,-2%
OC(CNCC1COc2ccccc2O1)COc1ccc(Cl)cc1 (stereo not drawn),13%,0%,?,-80*,2,-11%,19%,-4%,2%
O=C(Cc1ccc(-n2cccc2)cc1)NC1CCCCCC1,-1%,-13%,6%,-7,1,i,-8%,5%,7%
Clc1ccc(CNCc2cccs2)cc1Cl,-16%,1%,1%,-22,-12,-5%,24%,-1%,-8%
NS(=O)(=O)c1cccc(NC(=O)c2ccno2)c1,8%,-4%,5%,-2,-2,-8%,?,2%,-3%
COc1ccc(C(C(=O)NC2CCCC2)N(C(=O)c2snc(C(N)=O)c2N)c2cc(C)ccc2OC)cc1OC (stereo not drawn),-12%,11%,29%,1,6,i,-16%,-2%,3%

# Some values from the results shown:
# GLP1R ag, Cc1cc(SCC(=O)N2CCC(c3noc4ccc(F)cc34)CC2)nc2ccccc12 → 6%
# GLP1R ag, Clc1ccc(CNCc2cccs2)cc1Cl → 1%

# Later entries.
SMILES,TDP43 rescue,GLP1R ag,GLP-1R inv ag,DRD3 antagonist,D3 ag,PTHR1 ag,KB-V1 cytotox,GLP1R cytotox,aSyn yeast inh
Fc1cnc(Cl)nc1NC1CCCCC1,3%,14%,10%,-6,-7,i,-5%,26%,-2%
Cc1nonc1OCCCNc1ccc([N+](=O)[O-])cc1Cl,5%,12%,15%,-8,-7,i,0%,2%,-13%
O=S1(=O)c2ccc(Br)cc2OC(COCc2ccccc2)CN1Cc1ccccc1 (stereo not drawn),13%,11%,10µM*,2,11,-1%,?,-6%,11%
COc1ccc(C/C(C)=N/NC(=S)Nc2ccc(C)c(C)c2)cc1,13%,-5%,-12%,?,-3,i,?,?,-11%
CCOC(=O)c1cccc(NC(=O)c2cc(-c3ccc(Cl)s3)nc3ccccc23)c1,5%,.,0%,.,-10,-15%,14%,11%,.
COc1ccc(C2N3CC4(C)CN2CC(c2ccccc2)(C3)C4=O)cc1OC (stereo not drawn),6%,.,1%,.,8,-40%[inhibitor],12%,4%,.
CCOC(=O)c1c(N)sc2c1CCN(CCc1ccccc1)C2,1%,5%,8%,-18,-2,i,3%,4%,-5%
CC[C@@]12C(=O)N(c3ccc(OC)cc3)C(=O)N1[C@H](c1cccc(C)c1)[C@@H]1C(=O)N(Cc3ccccc3)C(=O)[C@@H]12,-1%,4%,-25%,7,45*,i,?,1%,4%
CC(O)c1nc2ccccc2n1CC(=O)Nc1ccc2c(c1)OCCO2 (stereo not drawn),5%,0%,16%,5,14,i,0%,-2%,-1%
O=C(Nc1ccc(F)cc1)c1cccc(NC(=O)C2C3CC4OC(=O)C2C4C3)c1 (stereo not drawn),-13%,-8%,-10%,2,4,-12%[57.5 µM],13%,6%,-1%
CC1=NN(c2ccc(Cl)c(C(=O)O)c2)C(=O)C1,7%,-3%,7%,-10,-6,-7%,3%,-25%,6%
CN(C)n1cccc1/C=C(\C#N)S(=O)(=O)c1cccc(Cl)c1,-4%,4%,-30%,0,-9,-21%,1%,18%,9%
CC(Sc1nncn1C)C(=O)Nc1cc(C(F)(F)F)ccc1N1CCOCC1 (stereo not drawn),.,3%,-7%,0,14,i,-10%,1%,7%
COc1ccc2[nH]c3ccccc3c2c1,19%,23%,?,-15,-3,i,27%,-14%,4%
COc1ccc(NC(=O)C2CC(=O)N(c3ccccc3Cl)C2)c(OC)c1 (stereo not drawn),-23%,10%,2%,2,-18,i,-1%,6%,-5%
CC(=O)Nc1cccc(Nc2nc(-c3ccccc3)nc3ccccc23)c1,-9%[0.397 µM],6%,?,53,29,-8%,?,-22%,1%
O=C(N/N=C/c1cc(Br)c(Br)o1)c1ccc2c(c1)OCCO2,-20%,0%,?,-6,8,-20%,?,?,7%
Cn1c(SCc2ccc(C#N)cc2Cl)nc2ccccc21,-5%,7%,1%,5,4,-40%[inhibitor],13%,6%,0%
CCCCNC(=O)CSc1nc2ccsc2c(=O)n1CCCC(=O)NCCc1ccc(S(N)(=O)=O)cc1,-13%[1.82 µM],13%,16%,6,19,i,?,-2%,0%
CN(CC(=O)Nc1ccc(N2CCOCC2)cc1)C(=O)c1cn(-c2ccccc2)nc1-c1ccccc1,10%,3%,1%,-7,0,i,0%,-4%,-9%
CCn1cc(C(=O)NCCCN2CC(C)CC(C)C2)c(=O)c2cc(S(=O)(=O)N(C)C)ccc21 (stereo not drawn),7%,3%,3%,-1,2,-18%,?,1%,1%
Cc1noc(C)c1C(=O)Nc1cccnc1,-9%,0%,0%,2,19,?,18%,-4%,-13%
OC(CN1CCOCC1)c1ccc(F)cc1 (stereo not drawn),-25%,7%,7%,-20,1,-10%,5%,1%,-7%
O=c1c2ccccc2nnn1CSc1ccccc1,16%,-3%,-3%,11,6,-30%,4%,8%[1.53 µM],4%
COCCN1CN(S(=O)(=O)c2ccccc2)c2nc3ccccc3nc21,1%,5%,7%,5,0,-3%[57.5 µM],2%,1%,0%
Cc1cccc(OCCCC(=O)NC2CCCCC2)c1,?,-11%,?,8,4,i,-7%,-1%,11%
Cc1ccc(C2C(C(=O)c3sc(-c4ccccc4)nc3C)=C(O)C(=O)N2CCN(C)C)o1 (stereo not drawn),24%,0%,-7%,4,2,-17%,-8%,-2%,13%
CCOc1ccc(CCN2C(=O)C(=O)N([C@@H](Cc3ccccc3)CN3CCC[C@H]3CN3C(=O)C(=O)NC[C@@H]3Cc3ccccc3)C[C@@H]2Cc2ccc(O)cc2)cc1,7%,-4%,-25%,-17,-16,14%,-13%,-17%,0%
Cc1nc2cccc(C(=O)NC3CCCCC3)c2o1,0%,0%,23%,142,-2,i,1%,-5%,-7%
N#CC(c1nc2ccccc2nc1N1CCCC1)S(=O)(=O)c1cccs1 (stereo not drawn),0%,0%,7%,18,-5,-6%,1%,30%[activator],2%
COCCCNC(=O)c1cc2c(=O)oc3ccc(C)cc3c2s1,?,.,-13%,.,1,-23%,.,1%,.
CC(=O)Nc1c2c(nn1-c1ccc(C)cc1C)CS(=O)C2 (stereo not drawn),7%,-2%,8%,-14,0,2%,?,3%,-5%
O=C(O)c1ccccc1C(=O)Nc1n[nH]c(=S)s1,-17%,-9%,7%,?,-9,i,22%,-1%,-2%
O=C(NC1CCCc2c1cnn2-c1cc(F)cc(F)c1)c1ccccn1 (stereo not drawn),11%,0%,-24%,23,-7,-8%,-6%,-1%,6%
COc1ccc(OC)c(NC(=O)CSc2nnc(C3CCCCC3)o2)c1,18%,3%,13%,-9,-7,i,-10%,19%,-5%
CCOC(CCNC(=O)c1cn(CC(C)C)c(=O)c2c1c1ccccc1n2C)OCC,2%,10%,-12%,13,7,i,3%,-1%,-8%
CCCCNc1nc(Oc2ccc(OCC)nn2)nc(N2CCOCC2)n1,25%,.,-20%,.,2,i,?,-4%,.
S=c1[nH]nc(-c2ccco2)n1/N=C/c1ccc(Br)s1,?,6%,-3%,-23,-13,i,?,-8%,5%
O=C(COC(=O)c1ccco1)NC12CC3CC(CC(C3)C1)C2,5%,-8%,-11%,-24,0,i,?,13%,-3%
O=C(Cc1cccs1)NCCS(=O)(=O)N1CCN(c2ccccc2F)CC1,23%,-3%,?,-17,8,-11%,?,?,1%
Cc1ccc(OCC(=O)Nc2ccc([N+](=O)[O-])cc2)cc1,0%,0%,-14%,-14,-3,i,16%,-7%,-7%
COc1ccc(NC(=O)CN2C(=O)NC3(CCCC3)C2=O)cc1Cl,1%,10%,21%,6,16,i,29%,0%,1%
Cc1ccc(N2C(=O)c3ccccc3C2Nc2ccc(S(=O)(=O)N3CCCCC3)cc2)nc1 (stereo not drawn),?,6%,?,9,-1,i,0%,-3%,0%
O=C(N/N=C/c1ccc(OC(F)F)cc1)c1ccc(CSc2nc3ccccc3[nH]2)cc1,-6%,11%,-1%,12,0,-34%[inhibitor],1%,?,4%
CCOC(=O)c1ccccc1NC(=O)COC(=O)C(CCSC)NC(=O)COc1ccccc1 (stereo not drawn),-18%,19%,5%,10,8,-21%,25%,2%,-10%
O=NN1CCN(c2ccncc2S(=O)(=O)N2CCCCC2)CC1,-18%,0%,7%,-7,-4,-6%,-7%,-2%,-6%
